Screens from PubChem BioAssay.
M1 ag parental: nonselective activator or artifact in parental CHO-K1 cells; Fluo-8 calcium fluorescence; scaled to maximal ATP response, vehicle zero; AID 602248; activation, % at 3 µM; actives 0.48% (n = 360,000); in the data active means activation above about 15%;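 further: untransfected CHO-K1 host cells lacking M1 receptor as counterscreen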
M1 ag: activates human CHRM1 receptor; AID 588814; CHO-K1 hM1, Fluo-8 calcium fluorescence, agonist mode; 0% DMSO, 100% acetylcholine EC100; actives 0.33% (n = 360,000); activation, % at 3 µM;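 active means activation above the run's mean compound activation plus 3 SD, cut at about 16% in these data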;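 further: peak over basal fluorescence ratio within a 140 s kinetic read after compound addition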
Target sequence (P11229 whole entry, looked up): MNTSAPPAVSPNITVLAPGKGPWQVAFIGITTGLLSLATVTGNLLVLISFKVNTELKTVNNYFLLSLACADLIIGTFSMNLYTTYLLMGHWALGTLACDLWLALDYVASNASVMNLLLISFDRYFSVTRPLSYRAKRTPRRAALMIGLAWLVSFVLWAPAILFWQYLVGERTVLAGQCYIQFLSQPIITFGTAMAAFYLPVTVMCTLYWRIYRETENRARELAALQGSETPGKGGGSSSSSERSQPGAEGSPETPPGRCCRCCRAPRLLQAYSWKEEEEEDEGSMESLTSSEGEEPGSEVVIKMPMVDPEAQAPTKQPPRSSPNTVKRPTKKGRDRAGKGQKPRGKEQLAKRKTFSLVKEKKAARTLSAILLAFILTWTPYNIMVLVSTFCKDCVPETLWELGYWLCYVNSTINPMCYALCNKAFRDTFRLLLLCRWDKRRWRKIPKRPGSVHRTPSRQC
TAAR1 ag: agonists of human TAAR1; Q96RJ0; CHO RD-HGA16 TAAR1, Fluo-8 calcium fluorescence; vehicle wells 0%, saturating PEA agonist 100%; activation, % at 3 µM; actives 0.99% (n = 360,000); AID 624467;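 active means activation above the mean activation of all test compounds in the run plus 3 SD, cut at about 38% in these data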
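System: CHO-derived RD-HGA16 cells with stable Gα16 and human TAAR1. Times: 17-24 h plating, Fluo-8 75 min 37 °C, 30 min RT. Measured by: calcium-sensitive Fluo-8 signal, excitation 470-495, emission 515-575 nm. Read-out basis: % activation relative to PEA EC100 response. Control set: DMSO and PEA EC100. Repeats: no replicates (n 1).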
CHO parental Ca: signal in parental CHO cells, OX1R antagonist counter-screen; AID 463079; inhibition, % at 5.6 µM; parental CHO-K1, ATP-induced calcium, Fluo-8 fluorescence; actives 0.63% (n = 330,000);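 active means inhibition above that plate's mean sample inhibition plus 3 SD, cut at about 26% in these data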;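 further: 0% = ATP-challenged DMSO wells and 100% = DMSO wells without ATP; some compounds past the cut are filed as inactive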
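material = parental CHO cells | also added = ATP as calcium-mobilizing challenge | dosing = single point at 5.6 µM | detection = intracellular calcium via Fluo-8 no-wash fluorescent dye | read-out = % inhibition | benchmarks = low control ATP plus DMSO, high control DMSO only | repeats = one well per compound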
OXTR potentiator: potentiators of human oxytocin receptor; P30559; CHO-OTR cells, Fluo-8 calcium fluorescence, potentiator mode; 0% = oxytocin EC15, 100% = EC100; activation, % at 3 µM; actives 0.061% (n = 320,000);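 active means activation above that plate's cutoff, the mean activation of tested compounds plus 3 SD, cut at about 6.6% in these data, passing the limit was not always enough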;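 further: 100% uses oxytocin at 75 nM as the full agonist control; some results filed as inactive read as strong as hits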
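Assay system: CHO cell line stably expressing human OTR. Reagent: EC15 oxytocin agonist. Dosing: single dose, 3.0 µM nominal final compound concentration. Timing: compound 6 min at room temperature before oxytocin, 100 s read. Signal: kinetic Fluo-8 calcium fluorescence. Controls: oxytocin EC15 low and EC100 high.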
V1aR counter: V1a receptor agonism, counter-screen for OXTR agonists; actives 0.25% (n = 320,000); activation, % at 3 µM; CHO-V1R cells, Fluo-8 calcium fluorescence, agonist mode; 0% DMSO, 100% 3 nM vasopressin; P37288;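 active means activation above the mean activation of all tested compounds plus 3 SD, per screening run, cut at about 20% in these data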;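 further: signal is peak over basal fluorescence ratio across a 100 second FLIPR read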
Target sequence (P37288 whole entry, looked up): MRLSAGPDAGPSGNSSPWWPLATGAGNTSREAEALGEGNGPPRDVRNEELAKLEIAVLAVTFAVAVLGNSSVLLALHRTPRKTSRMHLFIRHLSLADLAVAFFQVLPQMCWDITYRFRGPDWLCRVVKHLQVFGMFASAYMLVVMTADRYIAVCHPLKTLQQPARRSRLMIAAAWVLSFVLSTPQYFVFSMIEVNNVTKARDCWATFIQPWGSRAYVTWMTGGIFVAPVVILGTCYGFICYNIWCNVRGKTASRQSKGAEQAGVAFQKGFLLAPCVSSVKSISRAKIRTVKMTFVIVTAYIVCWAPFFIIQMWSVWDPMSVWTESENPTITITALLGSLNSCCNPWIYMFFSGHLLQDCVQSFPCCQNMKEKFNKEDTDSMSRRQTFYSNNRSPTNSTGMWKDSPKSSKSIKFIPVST
CHO-K1 Ca antag: M1 antagonist counterscreen hit in parental CHO-K1 cells; inhibition, % at 3 µM; ATP-induced calcium, Fluo-8 fluorescence; actives 0.6% (n = 360,000);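 active means inhibition above a per-plate cutoff, the plate's mean sample inhibition plus 3 SD, cut at about 24% in these data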;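 further: 0% = DMSO plus EC80 ATP and 100% = DMSO alone without ATP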
CHO-K1 Ca PAM: nonselective activator or artifact in parental CHO-K1 calcium assay. AID 602247. ATP EC20, Fluo-8 calcium fluorescence; 0% at ATP EC20, 100% at ATP max. actives 0.02% (n = 360,000). activation, % at 3 µM;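 active means activation above the run cutoff, the mean activation of all test compounds plus 3 SD, cut at about 40% in these data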;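 further: peak over basal fluorescence ratio in a 140 s read after ATP addition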
TAAR1 antagonist: human TAAR1 antagonism; Q96RJ0; CHO RD-HGA16 TAAR1, Fluo-8 calcium fluorescence, antagonist; inhibition, % at 3 µM; actives 1.5% (n = 360,000);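 active means inhibition above a per-plate cutoff, the mean inhibition of test compounds on that plate plus 3 SD, cut at about 49% in these data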;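 further: 0% = DMSO plus EC80 beta-PEA response and 100% = DMSO alone without agonist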
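Assay system: RD-HGA16 CHO cells with stable hTAAR1 and Gα16 / Reagent: EC80 β-phenethylamine stimulus / Doses: 3 µM, single point / Timing: dye loading 75 min at 37 °C, then 30 min room temperature / Measured by: Fluo-8 intracellular calcium dye fluorescence, real-time kinetic reads / Controls: vehicle wells and EC80 agonist wells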
* marks the source's active call; other numbers are inactive results; . = not tested or not shown.

smiles	OXTR potentiator	V1aR counter	M1 ag	TAAR1 ag	M1 ag parental	CHO parental Ca	TAAR1 antagonist	CHO-K1 Ca PAM	CHO-K1 Ca antag
COc1ccc(C(=O)NCC(=O)OCC(=O)N2CCCc3ccccc32)cc1	-10	-0.5	-8	0	1.1	-4	-14	18	-4
CC(=O)N1c2ccc(S(=O)(=O)NCC3CCC(C(=O)N4CCC(C)CC4)CC3)cc2CC1C (configuration not stated)	-7	2.7	-3	2	7.2	-9	-21	22	-14
CN1CC2(C)CN(C(c3ccccc3)c3ccccc3)CC(C)(C1)C2O (configuration not stated)	-3	-0.1	-5	16	1.6	-4	-2	10	-10
Cc1ccc(Cn2ccnc2SCC(=O)NC2CCCC2)cc1	-8	1.5	-3	1	2.1	-11	-15	-21	1
COc1cc(-c2noc(C)c2C#CC2(N)CCCCC2)cc(OC)c1OC	-5	-0.6	-5	5	0.9	-13	6	12	-10
CCOC(=O)c1ccc(-c2ccc(C=O)o2)cc1	3	-0.3	-6	0	0.7	-8	-2	11	-7
Cc1onc(C(=O)Nc2cccnc2Cl)c1[N+](=O)[O-]	-1	0.7	-3	-1	0.8	2	6	30	-10
O=C(c1ccc(=O)[nH]c1)N1CCN(S(=O)(=O)c2ccc3ccccc3c2)CC1	-2	0.2	-6	-3	0.7	-9	-5	19	-11
CCN(CC)S(=O)(=O)c1ccc(N=Nc2c(C)[nH]n(C(N)=S)c2=O)cc1	-4	3.4	2	16	1.7	-18	-7	15	-16
O=C(Cn1nc(-c2ccccc2)ccc1=O)NCC1CCCO1 (configuration not stated)	-4	0.7	-4	2	0.0	-10	15	7	1
CC(O)(C(=O)c1ccccc1)c1ccccc1 (configuration not stated)	.	.	-4	0	0.0	.	-5	6	6
O=c1[nH]c(=O)c2nc3c4ccccc4c4ccccc4c3nc2[nH]1	-2	1.1	-7	2	-0.5	2	-2	-8	22
N#CC1CC(c2ccc([N+](=O)[O-])cc2)=NN1c1ccc([N+](=O)[O-])cc1 (configuration not stated)	-1	1.6	0	15	1.0	6	27	7	-9
O=C1/C(=C/c2cccc([N+](=O)[O-])c2)CCc2ccccc21	-3	-1.7	-5	2	0.8	-11	-6	7	1
COc1ccc(CCNC(=O)CSc2nc(C)nc3c2oc2ccccc23)cc1OC	-14	-0.7	-2	1	0.8	-3	9	8	-7
COC(=O)c1oc(-c2ccc(Cl)cc2)nc1C	-1	-0.6	1	9	-0.1	9	-15	1	-1
COc1ccccc1NC(=O)CSc1nnc(CCC(=O)Nc2ccccc2F)n1C	0	-0.6	-2	-1	0.9	15	-7	3	-3
Cc1ccc(NC(=O)C2C3C=CC4(O3)C2C(=O)N(CCCN2CCCC2)C4C(=O)NC2CCCCC2)cc1Cl (configuration not stated)	-2	0.3	-8	-4	1.3	-7	4	2	-16
CC(C)(C)c1cc(NC(=O)c2cccc(S(=O)(=O)N3CCOCC3)c2)no1	-7	3.0	-3	4	1.3	-6	-1	-8	10
CCCN1C(=O)c2ccccc2NC1c1ccc(Cl)c(Cl)c1 (configuration not stated)	-5	0.1	-7	4	4.4	-32	-5	-7	-13

(cont.)
smiles	OXTR potentiator	V1aR counter	M1 ag	TAAR1 ag	M1 ag parental	CHO parental Ca	TAAR1 antagonist	CHO-K1 Ca PAM	CHO-K1 Ca antag
O=C(CNC(=O)c1ccc(Br)cc1)N/N=C/c1ccc[nH]1	-1	-1.4	-7	3	-0.6	-16	-14	6	-12
NC(=O)c1ccc[n+](Cc2cccc3ccccc23)c1	-1	0.1	-12	5	0.8	-4	9	32	-20
O=C(CN1CC[C@@]2(O)CCCC[C@H]2[C@@H]1c1ccc(F)cc1)NCc1ccco1	-2	0.4	-5	1	0.2	-28	-9	4	0
O=C(CSc1nnc(NC2CC2)s1)NN1C(=O)NC2(CCCCC2)C1=O	-1	0.8	-3	12	5.0	-13	-2	2	-4
CC1Sc2n(c3ccccc3[n+]2C)N=C1c1ccccc1 (configuration not stated)	-4	-0.1	-11	0	0.5	1	2	11	0
Cc1ccc(F)cc1NC(=O)CSc1ncccn1	1	0.6	-1	9	-0.4	-1	12	-20	20
Cc1cc(C)c(C(=O)/C=C/C=C/c2ccccc2)c(=O)[nH]1	-9	-0.5	-6	1	0.2	-6	-16	-3	8
CN(CC(=O)Nc1cccc(F)c1)C(=O)CSc1ccc(Br)cc1	-3	3.5	-3	2	0.9	3	8	-12	-1
CCN(CC)c1ccc(/C=C2\SC(=O)N(C(C)C)C2=O)o1	10	-0.2	3	.	2.1	-11	.	10	3
COCCN1CCN(C(=O)c2ccc3nc(Cc4ccccc4F)oc3c2)CC1	-8	-0.7	-2	1	0.7	-7	-9	1	3
CCOc1ccc(NC(=O)CSc2ncn[nH]2)c([N+](=O)[O-])c1	-4	2.4	-2	4	1.1	-8	1	19	-7
Cc1ccc2nc(SCC(=O)NCc3ccco3)c(C#N)cc2c1	-14	-0.6	-4	2	-0.5	6	12	-2	-5
Cc1cc(SCC(=O)NCCN2C(=O)CSC2=O)nc2c(C)cccc12	-1	0.1	-6	-1	-0.1	-13	-7	16	-1
COc1ccc(Nc2ccc(Cl)nn2)cc1	5	-0.4	-3	-1	1.4	-9	-3	2	5
Fc1cc(F)cc(NC(=S)NCCCN2CCOCC2)c1	-11	1.7	-7	1	3.0	-4	12	11	-1
CCOC(=O)N1CCN(c2ccc(O)cc2)CC1	-9	0.9	1	2	-0.2	-9	3	7	1
CCn1cc(C(=O)N2CCN(Cc3ccc4c(c3)OCO4)CC2)c2cc(OC)c(OC)cc2c1=O	0	-0.8	-3	9	0.7	-12	-12	11	-5
COc1ccc2c(c1)c(=O)cc(C)n2CC(=O)NCc1ccco1	-5	1.7	-2	3	2.9	-2	15	6	-2
CCOc1cc(C(c2c(C)[nH][nH]c2=O)c2c(C)[nH][nH]c2=O)cc(Cl)c1O	-7	0.6	-3	0	0.1	-7	1	1	4
COc1ccc(/C=N/NC(=O)CNC(=O)c2ccc(S(=O)(=O)N3CCOCC3)cc2)c(OC)c1	-1	-1.0	1	1	0.5	-9	-2	1	-1

Going on with the list:
smiles	OXTR potentiator	V1aR counter	M1 ag	TAAR1 ag	M1 ag parental	CHO parental Ca	TAAR1 antagonist	CHO-K1 Ca PAM	CHO-K1 Ca antag
C#CCOCCOCCOCCNc1nc(N2CCOCC2)nc(N2CCN(C(=O)[C@H](CCCCN)n3cc([C@@H](N)CC(C)C)nn3)CC2)n1	-4	0.1	-3	13	0.3	-9	6	-7	-11
O=C(CSc1nncn1-c1ccccc1)Nc1cc(F)ccc1F	-8	1.4	-5	6	0.4	-11	-12	-23	1
CN(C)/C=C(\C(=O)c1ccccc1)c1nnnn1-c1ccc(F)cc1	-5	8.1	-1	2	2.9	-19	-24	-12	6
CCCOC1CCCN(Cc2nc(-c3ccc(C(=O)OC)cc3)no2)C1 (configuration not stated)	4	-1.2	-3	0	0.5	2	-23	12	-5
O=C(O)C(Cc1ccc(O)cc1)N1C(=O)c2c(Cl)c(Cl)c(Cl)c(Cl)c2C1=O (configuration not stated)	-4	-0.2	-2	0	0.6	-8	-1	27	-19
C[C@@]12C(=O)N(c3cccc(Cl)c3)C(=O)N1[C@@H]1c3ccccc3OC[C@@H]1[C@H]2c1ccccc1	0	0.9	-1	14	0.2	-26	29	13	-15
COc1ccc(OCC(=O)O/N=C(\N)Cc2ccc(Cl)cc2Cl)cc1	-5	0.3	-4	0	0.7	-11	4	10	1
CC(=O)O[C@@H]1[C@@H](OC(C)=O)[C@H](n2ccc3cc([N+](=O)[O-])ccc32)OC[C@@H]1OC(C)=O	-1	0.4	-1	3	0.1	-5	0	-6	4
COc1ccccc1S(=O)(=O)Nc1cccc(S(=O)(=O)N2CCCC2)c1	-5	1.2	1	2	0.6	-20	-18	13	-12
O/N=C(/Cc1ccccn1)c1ccccc1	-5	0.9	-3	9	0.3	-7	13	9	-4
Cc1oc2cc3oc(=O)c(CCC(=O)NCCC(=O)O)c(C)c3cc2c1C	-19	1.1	-6	-1	3.9	0	-7	5	-12
O=C(c1ccc(NC(=O)C(c2ccccc2)c2ccccc2)cc1)c1ccc(C(=O)O)c(C(=O)O)c1	-6	-0.8	-8	1	0.0	-3	13	-2	2
CCc1ccccc1OCCCCN1CCCC1	-5	2.4	-6	4	0.3	-25	-12	3	8
C/C(CC(=O)Nc1ccccn1)=N\NC(=O)c1ccc2ccccc2c1	-3	-0.6	-7	0	0.5	-12	-16	31	-15
COc1cc2c(cc1CN1CCN(C(=O)c3cc(OC)c(OC)c(OC)c3)CC1)OCO2	-12	-1.4	-4	0	-0.4	-16	-25	5	-13
CCC(C(=O)NC(C)c1ccccc1)C(=O)NC(C)c1ccccc1 (configuration not stated)	-4	-0.7	-4	0	1.6	-24	3	0	-12
O=C(CCC(=O)N1CCSc2ccccc21)NCc1ccc(Cl)cc1	-8	0.8	-2	14	4.2	-8	35	0	12
CC(C)N1C(=O)CN(C2CCCCCC2)C(=O)C1c1ccccc1F (configuration not stated)	0	-0.2	-7	12	0.3	-17	-12	23	-9
O=C(CSc1cccs1)Nc1cccc2ccccc12	-4	-1.6	-7	2	0.6	-11	23	18	-17
Cc1c(CN2CCCC(CO)(Cc3cccc(Cl)c3)C2)cnn1C (configuration not stated)	-8	-0.8	-9	1	0.3	-24	-11	8	-15
CC(C)NS(=O)(=O)c1ccc(NC(=O)C(C)OC(=O)CCCOc2ccccc2)cc1 (configuration not stated)	.	.	-1	5	6.5	.	10	-4	-1
NC(=O)c1c(NC(=O)c2ccc(S(=O)(=O)N3CCOCC3)cc2)sc2c1CCCCC2	-3	0.1	-6	4	1.0	-12	-2	21	-4

By substructure, those above with a COOH group
smiles	OXTR potentiator	V1aR counter	M1 ag	TAAR1 ag	M1 ag parental	CHO parental Ca	TAAR1 antagonist	CHO-K1 Ca PAM	CHO-K1 Ca antag
O=C(O)C(Cc1ccc(O)cc1)N1C(=O)c2c(Cl)c(Cl)c(Cl)c(Cl)c2C1=O (configuration not stated)	-4	-0.2	-2	0	0.6	-8	-1	27	-19
Cc1oc2cc3oc(=O)c(CCC(=O)NCCC(=O)O)c(C)c3cc2c1C	-19	1.1	-6	-1	3.9	0	-7	5	-12
O=C(c1ccc(NC(=O)C(c2ccccc2)c2ccccc2)cc1)c1ccc(C(=O)O)c(C(=O)O)c1	-6	-0.8	-8	1	0.0	-3	13	-2	2
